TRHR ag = activates the human TRH receptor; TRHR cells, calcium flux fluo-8, FDSS agonist mode; activation, % at 2 µM; P34981; 0.18% of 360,000 active; in the data active = activation above about 30%; also: 0% is about no effect
Target sequence (P34981 whole entry, looked up): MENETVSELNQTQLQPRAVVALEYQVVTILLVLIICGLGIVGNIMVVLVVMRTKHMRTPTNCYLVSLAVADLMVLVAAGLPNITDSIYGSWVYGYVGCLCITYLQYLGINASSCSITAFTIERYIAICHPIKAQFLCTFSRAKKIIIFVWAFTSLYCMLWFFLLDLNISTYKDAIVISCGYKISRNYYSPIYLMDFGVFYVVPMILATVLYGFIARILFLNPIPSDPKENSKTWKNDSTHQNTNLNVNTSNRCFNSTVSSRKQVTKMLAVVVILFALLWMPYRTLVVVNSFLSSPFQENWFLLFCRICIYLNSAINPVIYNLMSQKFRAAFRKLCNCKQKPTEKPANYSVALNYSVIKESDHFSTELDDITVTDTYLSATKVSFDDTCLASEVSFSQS
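TRHR-expressing cells, plated overnight in medium with 10% serum, were loaded with fluo-8 calcium dye at room temperature. After a 10 s baseline, library compound was pin-added and calcium release was recorded kinetically (ex 480/em 530) as agonist response.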
USP1 inh = blocks the human USP1/UAF1 deubiquitinase complex; recombinant USP1/UAF1, Ub-Rhodamine cleavage fluorescence; 0.23% of 390,000 active; Potency, µM (highest dose often 57.1 µM), without a hit: top-dose activity change, negative = inhibition, most hits filed as inhibitors; AID 743255; O94782; also: potency is read from the fitted curve at half-maximal effect; % is scaled to controls: 0 for no effect and ±100 for the full control effect; nearly all actives have a fitted effect of over 60% in size; inactives centre near -12
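USP1/UAF1 complex (1 nM) preincubated 15 min at room temperature with compound, then Ub-Rho substrate (150 nM final) added. Kinetic fluorescence at 480/540 nm over 6 reads at 60 s intervals; 50 mM HEPES pH 7.8, 0.5 mM EDTA, 0.1 mg/ml BSA, 1 mM TCEP, 0.01% Tween-20.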
TRHR PAM = allosterically enhances the human TRH receptor | enhancement, % at 2 µM | TRHR cells, fluo-8 calcium fluorescence, EC20 TRH enhancement | P34981 | AID 493056 | 0.66% of 360,000 active; in the data active = enhancement above about 30%; also: 0% is about no effect
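TRHR-expressing cells loaded with fluo-8 calcium dye were read kinetically (ex 480/em 530) during compound addition, then stimulated with an EC20 of TRH (10 nM final). Enhancement of the Gq-mediated intracellular calcium response was scored.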
Pin1 inh = inhibitors of human Pin1. 0.009% of 390,000 active. Potency, µM (top dose mostly 115 µM), without a hit: at the highest dose activity, negative = inhibition, usual class: inhibitors. Pin1 FP peptide displacement, HiFluor488, 10 min. Q13526. AID 504891; active = well fitted inhibition curve with a large enough effect in the polarisation, with a control signal flat, not every such curve was filed as active; inconclusive = small, poorly fitted or top-dose-only effect, or effect the other way, or a change in a side signal; inactive = no such curve, though single readings can be large or run the other way; the % refers to the polarisation; also: potency is read from the fitted curve at half-maximal effect; % is scaled to controls: 0 for no effect and ±100 for the full control effect
Target sequence (Q13526 whole entry, looked up): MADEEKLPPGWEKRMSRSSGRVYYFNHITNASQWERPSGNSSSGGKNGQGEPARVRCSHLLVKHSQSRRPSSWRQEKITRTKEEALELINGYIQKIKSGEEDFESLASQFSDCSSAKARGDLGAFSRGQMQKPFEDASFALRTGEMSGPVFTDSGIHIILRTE
D2 ag = activates the human D2 dopamine receptor; P14416; HEK293 T-REx D2 cells, calcium flux agonist mode; activation, % at 2 µM; 0.53% of 340,000 active;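 active = activation over 3 SD above normal in the single-dose calcium agonist read, cut at about 30% in these data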; also: 0% is about no effect
Target sequence (P14416 whole entry, looked up): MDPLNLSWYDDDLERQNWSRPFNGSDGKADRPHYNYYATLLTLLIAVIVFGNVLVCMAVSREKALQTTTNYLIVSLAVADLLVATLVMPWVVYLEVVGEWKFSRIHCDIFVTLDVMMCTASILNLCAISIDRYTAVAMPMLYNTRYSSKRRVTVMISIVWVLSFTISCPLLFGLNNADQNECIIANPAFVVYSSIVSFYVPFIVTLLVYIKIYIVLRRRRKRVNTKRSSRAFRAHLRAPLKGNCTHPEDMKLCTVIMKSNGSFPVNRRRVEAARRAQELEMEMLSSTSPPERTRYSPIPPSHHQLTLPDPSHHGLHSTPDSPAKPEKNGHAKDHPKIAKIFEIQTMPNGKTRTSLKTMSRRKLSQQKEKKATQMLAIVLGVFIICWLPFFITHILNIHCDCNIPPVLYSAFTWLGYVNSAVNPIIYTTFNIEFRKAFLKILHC
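Tetracycline-induced HEK293 T-REx cells with force-coupled D2 receptor, plated overnight at 30 C, loaded with no-wash calcium dye. After a 10 s baseline, compound was pin-added and calcium flux read kinetically for 180 s; calcium rises flagged agonists.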
D2 antagonist = D2 dopamine receptor (human) antagonism; P14416; HEK293 TREx D2 cells, calcium flux, dopamine EC80; inhibition, % at 10 µM; 2% of 340,000 active; in the data active = inhibition above about 30%; also: 0% is about no effect
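Tetracycline-induced HEK293 T-REx cells expressing D2 force-coupled to calcium signalling were dye-loaded, exposed to compound for 180 s, then challenged with an EC80 of dopamine; calcium flux was followed kinetically for a further 180 s.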
mIDH1 inhibitor = inhibitors of human mutant IDH1 R132H; IDH1-R132H enzyme, NADPH consumption, diaphorase/resazurin fluorescence; AID 602179; O75874; 0.093% of 390,000 active; Potency, µM (highest dose often 76.6 µM), without a hit: at the top dose activity change, negative = inhibition, most hits filed as inhibitors; also: potency is read from the fitted curve at half-maximal effect; % is scaled to controls: 0 for no effect and ±100 for the full control effect; nearly all actives have a fitted effect of over 65% in size
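IDH1-R132H (0.5 ug/mL dispensed) in pH 7.5 Tris buffer was preincubated 30 min with compound, then given a substrate mix of 0.016 mM NADPH and 2 mM alpha-KG for 80 min at room temperature; remaining NADPH was read by diaphorase/resazurin fluorescence.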
TrxR1 substrate = substrates of rat thioredoxin reductase 1 | purified TrxR1 substrate turnover, NADPH consumption readout | Potency, µM (doses to about 114 µM), without a hit: at the top dose activity change, negative = substrate turnover | 0.01% of 390,000 active | AID 588456; also: potency is read from the fitted curve at half-maximal effect; % is scaled to controls: 0 for no effect and ±100 for the full control effect; nearly all actives have a fitted effect of over 50% in size
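Rat TrxR1, dispensed at 90 nM, was prereduced with 400 uM NADPH (final) for 5 min at ~22 deg C, then incubated with compound 15 min before 400 uM selenite. A first-read NADPH fluorescence drop versus no-compound background flagged substrates.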
TrxR1 inh = inhibitors of rat thioredoxin reductase 1; recombinant rTrxR1, NADPH fluorescence consumption, selenite substrate; Potency, µM (series often up to 114 µM), for inactives: top-dose activity change, negative = inhibition, actives largely listed as inhibitors; 1% of 390,000 active; also: potency is read from the fitted curve at half-maximal effect; % is scaled to controls: 0 for no effect and ±100 for the full control effect; nearly all actives have a fitted effect of over 65% in size
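Rat TrxR1 (90 nM in the dispensed reagent) was pre-reduced with 400 uM NADPH for 5 min at room temperature, then incubated with compound for 15 min. After 400 uM selenite was added, NADPH fluorescence (Ex 340/Em 450 nm) was followed for 8 min.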
The depositor's hits bear a star; ? = inconclusive; · = not tested or not shown; & = joins results of further samples; [ ] = remark or other dose. Unless noted, calls follow the shape of the dose curve; as a rule, active = well fitted inhibition curve with a large enough effect; inconclusive = small, poorly fitted or top-dose-only effect; inactive = no such curve, though single readings can be large or run the other way.

The line under a structure holds: TRHR ag	USP1 inh	TRHR PAM	Pin1 inh	D2 ag	D2 antagonist	mIDH1 inhibitor	TrxR1 substrate	TrxR1 inh
O=C(CSc1ncc(C(F)(F)F)cc1Cl)N1CCN(S(=O)(=O)c2ccc(Cl)cc2)CC1
    -0.4	7%	-1	0%	·	·	0%	0%	7%
CCN(CC)CCCn1c2c(c(SCC(=O)Nc3cc(OC)cc(OC)c3)nc1=O)CCC2
    -0.2	-18%	1	0%	0.1	20	0%	3%	4%
C=CC(=O)N1C/C=C\C(c2ccc(OC)cc2)N(Cc2ccc(F)cc2)C(=O)C1 (stereo unspecified)
    0.4	-19%	4	-7%&-3%	0.0	-13	4%	0%&7%	?
Cc1ccnc(NS(=O)(=O)c2ccc(NS(=O)(=O)c3ccc(Br)cc3)cc2)n1
    0.4	-22%	2	22%	1.3	0	?	1%	8%
CCOc1ccc(N=C2NC(=O)S/C2=C\c2ccc(N(C)C)cc2)cc1
    15	28µM*	-4	?	8.3	-4	16%	-17%	-20%
CCOc1cccc(=O)c2c(C)oc(C)c12
    1.0	?	5	?	0.1	7	4%	9%	1%
Cc1onc(-c2c(F)cccc2Cl)c1C(=O)Nc1ccc(OC(C)C)cc1
    -0.6	-23%	1	1%	4.0	·	-3%	3%	29%
CC(=O)NC(Cc1ccccc1F)C(=O)NC1CCN(C(=O)c2cnccn2)CC1 (stereo unspecified)
    0.4	-3%	-2	-2%	0.0	-5	8%	14%[57.1 µM]	20%
C/C(CC(=O)NCc1ccc(F)cc1)=N\NC(N)=S
    0.3	-1%	0	1%	1.9	8	3%	5%[57.1 µM]	6%[57.1 µM]
CC(=O)NNC(=O)c1cc2sccc2s1
    0.3	9%	1	-15%	0.0	12	1%	9%[57.1 µM]	12%[57.1 µM]
CCOc1cc(C2C(C(=O)c3ccco3)=C(O)C(=O)N2Cc2ccccc2)ccc1O (stereo unspecified)
    -0.5	-17%	1	-11%	0.5	22	14%	-6%	-2%
CSc1nc2nc3c(cc2c(=O)n1-c1ccccc1)COC(C)(C)C3
    0.2	-24%	3	8%	-0.1	2	5%	-1%[57.1 µM]	3%[57.1 µM]
CS(=O)(=O)N(CC(=O)Nc1ccc2c(c1)OCO2)c1ccc2c(c1)OCO2
    0.0	4%	-2	-7%	-0.6	-6	5%	3%	28%
Cn1ccnc1SC(=O)N1c2ccccc2Sc2ccccc21
    -0.5	-8%	2	6%	-0.2	0	8%	9%	7%
COc1ccc(S(=O)(=O)N2CCOCC2)cc1C(=O)NCC(c1ccco1)N1CCCC1 (stereo unspecified)
    1.8	-2%	-4	-2%	0.5	6	25%	-4%	-9%

4 neighbouring compounds from above:
The line under a structure holds: TRHR ag	USP1 inh	TRHR PAM	Pin1 inh	D2 ag	D2 antagonist	mIDH1 inhibitor	TrxR1 substrate	TrxR1 inh
O=C(CSc1ncc(C(F)(F)F)cc1Cl)N1CCN(S(=O)(=O)c2ccc(Cl)cc2)CC1
    -0.4	7%	-1	0%	·	·	0%	0%	7%
CCN(CC)CCCn1c2c(c(SCC(=O)Nc3cc(OC)cc(OC)c3)nc1=O)CCC2
    -0.2	-18%	1	0%	0.1	20	0%	3%	4%
C=CC(=O)N1C/C=C\C(c2ccc(OC)cc2)N(Cc2ccc(F)cc2)C(=O)C1 (stereo unspecified)
    0.4	-19%	4	-7%&-3%	0.0	-13	4%	0%&7%	?
Cc1ccnc(NS(=O)(=O)c2ccc(NS(=O)(=O)c3ccc(Br)cc3)cc2)n1
    0.4	-22%	2	22%	1.3	0	?	1%	8%

Continuation.
The line under a structure holds: TRHR ag	USP1 inh	TRHR PAM	Pin1 inh	D2 ag	D2 antagonist	mIDH1 inhibitor	TrxR1 substrate	TrxR1 inh
Cc1ccc(S(=O)(=O)N[C@H](C(=O)OCn2nnc3ccccc3c2=O)C(C)C)cc1
    -1.5	-19%	2	-2%	0.9	-4	2%	6%	16%
CC1(C)Cc2c(sc3nc(-c4ccccc4)n(N)c(=O)c23)CO1
    0.6	-12%	4	1%	-0.6	0	2%	13%[57.1 µM]	30%[57.1 µM]
Cc1ccc(-c2c[n+]3c(n2-c2ccccc2)CCC3)cc1
    0.2	?	1	-1%	0.8	13	12%	6%[57.1 µM]	13%[57.1 µM]
Cc1nc(SCC(=O)Nc2c(C)n(C)n(-c3ccccc3)c2=O)c2cnn(-c3ccccc3)c2n1
    ·	-22%	·	6%	·	·	-19%	1%	20%
Cc1cccc(NC(=S)N2CCN(c3cc(C)ccc3C)CC2)c1
    0.2	-21%	-4	0%	-0.1	24	-5%	-7%	6%[0.0914 µM]
CCCOc1ccc(CNC(=O)C2CCN(c3nnc(N4CCCC4=O)s3)CC2)cc1
    0.4	-17%	0	-8%	-0.6	-14	5%	2%[57.1 µM]	7%[57.1 µM]
COc1cccc(CN2CCN(CCc3ccccc3)C(CCO)C2)c1OC (stereo unspecified)
    -0.7	-19%	-3	7%	-1.4	1	-9%	3%	11%
COC(=O)c1ccc(NC(=O)CN(Cc2ccc(Cl)cc2)S(C)(=O)=O)cc1
    1.6	-16%	-1	0%	1.2	5	0%	-2%	24%
O=C(c1ccc2c(c1)OCO2)N1CCN(c2ccccn2)CC1
    -0.3	-9%	1	2%	5.2	17	-3%	-1%	0%
CCCS(=O)(=O)c1nnnn1-c1cccc(OC)c1
    5.5	-22%	-13	-2%	6.7	0	3%	10%	3.5µM*
CCn1c(SCC(=O)NC2(C#N)CCCCC2)nc2ccccc2c1=O
    0.2	-24%	-1	-3%	-0.8	9	5%	-2%	-3%
CC1(C)O[C@H]2CC(=O)OC[C@]23[C@H]2CC[C@@]4(C)[C@H](c5ccoc5)OC(=O)[C@H]5O[C@]54[C@]2(C)[C@@H](O)C[C@@H]13
    0.2	-10%	-5	-1%	-0.5	17	5%	9%[57.1 µM]	6%[57.1 µM]
C=CCOC(=O)C1=C[C@@H](c2csc3ccccc23)[C@H](CCCO)[C@@H](OCC)O1
    ·	-23%	·	?	·	·	-19%	-6%	6%
CC(C)CN(C(=O)CN1CCC(C)CC1)c1c(N)n(CC(C)C)c(=O)[nH]c1=O
    -1.5	-5%	-4	1%	-0.9	-6	-3%	5%	15%
Cc1ccc(C(=O)Nc2ccc3c(c2)nc(CCNC(=O)c2ccco2)n3C)cc1
    -0.2	-20%	-1	4%	5.0	-9	1%	-5%[57.1 µM]	15%[57.1 µM]

Other records:
structure	TRHR ag	USP1 inh	TRHR PAM	Pin1 inh	D2 ag	D2 antagonist	mIDH1 inhibitor	TrxR1 substrate	TrxR1 inh
Nn1c(SCC(=O)NCCC2=CCCCC2)nnc1C(F)(F)F	-0.6	-6%	1	4%	0.2	-6	0%	-3%	12%
COc1ccc(OC)c(C(=O)CN2C(=O)C(=O)N(C3CCCC3)C2=O)c1	·	-22%	·	0%	·	·	-4%	0%	-60%[57.1 µM]
COc1ccc(CCNC(=O)C(=O)NCC2OCCN2S(=O)(=O)c2ccc(Br)cc2)cc1OC (stereo unspecified)	-0.6	5%	-6	2%	26	-2	5%	-2%	6%
COc1ccc(OC)c(NC(=S)N2c3ccccc3CC2C)c1 (stereo unspecified)	1.2	-8%	0	6%	-0.1	12	-2%	-9%	-21%
CC(C)N1CCN(Cc2coc3ccccc3c2=O)CC1CCO (stereo unspecified)	-0.9	-2%	2	-5%	2.6	6	4%	14%	20%[57.1 µM]
Cc1ccc(C(=O)O)cc1NC(=O)CCc1ccccc1	0.2	-14%	2	-5%	0.5	-4	6%	5%[57.1 µM]	11%[57.1 µM]
CC(C)C(=O)Nc1cccc(COc2cccc(CN(Cc3ccccc3)C(=O)OC(C)(C)C)c2)c1	·	-14%	·	?	·	·	2%[38.3 µM]	-9%	-10%
Cc1cccc(C)c1OCC(=O)NNC(=O)Nc1ccc(Cl)cc1	0.0	-5%	2	?	-0.9	21	-4%	0%[57.1 µM]	-2%[57.1 µM]
Cc1oc(-c2ccccc2F)nc1Cn1c(SCc2cccc(Cl)c2)nc2ccncc21	1.6	-6%	-7	61%[activator]	0.4	·	-7%	1%	-29%
COc1ccc([C@@H]2CC=C(C(=O)O)[C@H](c3cccc(Cl)c3)N2S(=O)(=O)c2ccccc2C)cc1	-0.1	-31%	-12	3%	-1.1	-12	-10%	4%	11%[57.1 µM]
O=C(CCn1cccc(C(F)(F)F)c1=O)Nc1cccc(C(F)(F)F)c1	0.0	-12%	0	1%	-0.7	3	-1%	3%	14%
COc1ccc(NC(=O)c2ccc(C(=O)c3ccccc3)o2)cc1	-0.5	-15%	-2	-16%	0.0	-18	1%	-10%	-14%

From PubChem

Only part of the results is shown. The share of hits here may be higher or lower than overall.
